Screening data from PubChem.
LMPTP block = LMPTP phosphatase inhibitors, primary screen, biochemical, fluorescence intensity, uHTS; Low molecular weight phosphotyrosine protein phosphatase (Homo sapiens), P24666; recombinant LMPTP-A, OMFP fluorogenic substrate; inhibition, % at 20 µM; actives 0.22% (n = 360,000);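 active = compounds that cut the enzyme signal by at least half of the control window in the single-dose screen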;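 note: plate controls were DMSO wells with enzyme plus substrate for no effect and substrate without enzyme for full effect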
Target sequence (P24666 whole entry, looked up): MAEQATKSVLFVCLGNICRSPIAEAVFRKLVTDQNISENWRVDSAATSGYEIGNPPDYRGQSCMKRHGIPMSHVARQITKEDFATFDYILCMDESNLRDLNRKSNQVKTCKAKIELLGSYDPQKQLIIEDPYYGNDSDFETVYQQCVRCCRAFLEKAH
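Assay system: LMPTP-A phosphatase enzyme | Input: 0.625 nM enzyme | Also added: Fluorogenic phosphatase substrate OMFP at 400 µM final | Compound dosing: One test concentration per compound, 20 µM, with 3% DMSO overall | Schedule: 50 min enzyme reaction at room temperature, protected from light | Signal: Fluorescence intensity | Benchmarks: no-enzyme and uninhibited controls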
DNMT1 inh = human DNMT1 methyltransferase inhibitors, primary screen, biochemical, molecular beacon, fluorescence, HinP1I cleavage, uHTS; AID 588458, 2011; actives 0.83% (n = 360,000); DNA (cytosine-5)-methyltransferase 1 (Homo sapiens), P26358; inhibition (reported as % activation of signal), % at 10 µM; in the data active = inhibition above about 50%
STEP block = STEP phosphatase inhibitors, primary screen, biochemical, fluorescence intensity, uHTS; actives 0.25% (n = 360,000); recombinant STEP, OMFP fluorogenic substrate; inhibition, % at 20 µM;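 active = inhibition at 20 µM, scaled per plate between control wells, above about 37%, limit read from the data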;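 note: 0% = DMSO with enzyme and substrate and 100% = substrate only without enzyme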
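medium = Bis-Tris buffer pH 6.0, 2.5 mM DTT, 0.005% Tween 20 | test system = STEP (striatal-enriched tyrosine phosphatase) enzyme, cell-free | measure = normalized % inhibition | compound dosing = 20 µM, 1% DMSO | also added = 25 µM OMFP | schedule = reaction 20 min, ambient temperature | measured by = fluorescence read at 480 nm ex / 540 nm em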
NadD block = inhibitors of S. aureus NadD, primary screen, biochemical, colorimetric, uHTS | purified NadD enzyme, colorimetric absorbance read-out | inhibition, % at 20 µM | actives 0.78% (n = 360,000) | AID 602399, 2012; in the data active = inhibition above about 26%; note: some compounds past the cut are filed as inactive
MT1-MMP act inh = blockers of MT1-MMP proenzyme processing, primary screen, HT1080 RFP-PRO-GFP cells, GFP/RFP fluorescence; Matrix metalloproteinase-14 (Homo sapiens), P50281; GFP/RFP ratio fluorescence, overnight; percent of plate control window, DMSO zero; GFP/RFP ratio change, % at 20 µM; actives 0.061% (n = 360,000);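 active = GFP/RFP ratio change of at least 30% with cell ATP level not reduced by more than half and red fluorescence within 50% of control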; note: strong numbers were not always called active
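Assay system: HT1080 cells carrying an RFP-PRO-GFP reporter | Dosing: Single dose of 20 µM compound, 1% DMSO final | Incubation: Cells overnight before dosing, compound overnight, 37 °C, 5% CO2 | Evaluation: GFP/RFP fluorescence ratio | Control set: DMSO and RFP-L50D-GFP cell wells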
SKN-1 block = suppressors of acrylamide-induced Pgst-4::GFP reporter in worms, primary screen, SKN-1 inhibitor project, whole organism, uHTS, GFP/RFP fluorescence ratio, strain VP596; C. elegans VP596 Pgst-4::GFP/RFP ratio, 24 h; inhibition, % at 21.8 µM; actives 0.49% (n = 360,000); AID 624304, 2012;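 active = interference check ratio from 0.5 to 1.5 plus GFP to RFP signal ratio inhibition reaching or exceeding a fixed threshold, cut at about 30% in these data, passing the limit was not always enough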; note: some compounds called inactive have numbers as strong as hits
CendR NRP1 mod = modulators of CendR peptide binding to NRP-1, primary screen, biochemical, fluorescence polarization, uHTS | actives 0.85% (n = 360,000) | AID 602438, 2012 | inhibition, % at 25 µM | FAM-RPARPAR peptide binding to NRP-1 | Neuropilin-1 (Homo sapiens), O14786;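 active = inhibition or corrected inhibition above about 18%, plus a signal ratio from 0.5 to 1.5, limit read from the data, passing the limit was not always enough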; note: strong numbers were not always called active
Target sequence (O14786 whole entry, looked up): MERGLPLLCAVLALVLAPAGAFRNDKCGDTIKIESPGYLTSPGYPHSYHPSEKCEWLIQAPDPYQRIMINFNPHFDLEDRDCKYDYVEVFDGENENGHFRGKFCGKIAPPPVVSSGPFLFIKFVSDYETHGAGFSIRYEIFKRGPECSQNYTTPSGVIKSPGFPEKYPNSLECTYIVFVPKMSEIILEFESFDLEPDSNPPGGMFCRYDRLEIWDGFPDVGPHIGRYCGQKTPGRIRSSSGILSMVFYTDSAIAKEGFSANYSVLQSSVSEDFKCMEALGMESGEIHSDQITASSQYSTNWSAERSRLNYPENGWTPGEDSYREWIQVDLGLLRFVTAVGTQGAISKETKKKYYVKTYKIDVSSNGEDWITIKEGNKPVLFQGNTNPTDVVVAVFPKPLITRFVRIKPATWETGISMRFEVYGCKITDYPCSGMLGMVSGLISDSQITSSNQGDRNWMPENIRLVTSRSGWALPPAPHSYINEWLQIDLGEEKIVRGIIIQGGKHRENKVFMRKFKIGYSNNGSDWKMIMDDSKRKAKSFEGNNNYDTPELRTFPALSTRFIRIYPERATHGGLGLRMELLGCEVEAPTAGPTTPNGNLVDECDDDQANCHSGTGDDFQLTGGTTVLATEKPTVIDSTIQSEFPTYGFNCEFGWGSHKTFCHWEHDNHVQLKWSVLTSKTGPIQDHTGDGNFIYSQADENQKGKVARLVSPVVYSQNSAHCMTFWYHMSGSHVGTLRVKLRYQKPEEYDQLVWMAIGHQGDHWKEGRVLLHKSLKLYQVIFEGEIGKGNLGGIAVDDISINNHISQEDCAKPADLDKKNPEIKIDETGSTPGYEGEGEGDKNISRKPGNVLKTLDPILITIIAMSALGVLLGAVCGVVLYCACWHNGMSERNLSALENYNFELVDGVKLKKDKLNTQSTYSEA
Scp-1 inhibitor = Scp-1 phosphatase inhibitors, primary screen, biochemical, colorimetric, uHTS | Carboxy-terminal domain RNA polymerase II polypeptide A small phosphatase 1 (Homo … | Recombinant Scp1, phosphopeptide, malachite green phosphate absorbance | inhibition, % at 20 µM | actives 0.88% (n = 340,000) | AID 493091, 2011;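 active = inhibition above about 50% at 20 µM, limit read from the data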;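 note: plate controls were DMSO wells with enzyme for no effect and wells lacking enzyme for full effect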
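Times: enzyme reaction 45 min at room temperature, colour 5 min, stabilisation 30 min. Material: SCP-1 catalytic fragment, aa 76-261. Medium: Acidic Tris acetate buffer with magnesium and detergent. Signal: colorimetric free-phosphate detection, absorbance 630 nm. Read-out basis: % inhibition of SCP-1 phosphate liberation. Reagent: Phosphorylated 17-residue peptide substrate.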
SUMO1-SIM PPI = modulators of SUMO1 protein-protein interactions, primary screen, biochemical, uHTS; Small ubiquitin-related modifier 1 (Homo sapiens), P63165; SUMO1 binding to a labelled peptide, TR-FRET, 1 h; inhibition, % at 20 µM; actives 0.33% (n = 360,000); in the data active = inhibition above about 37%
Rpn11 block = Rpn11 (PSMD14) deubiquitinase inhibitors, primary screen, biochemical, fluorescence polarization, uHTS | 26S proteasome non-ATPase regulatory subunit 14 (Homo sapiens), O00487 | human 26S proteasome, Ub4-pepOG fluorescence polarization; 20S core pre-blocked with epoxomicin | calls only at 20 µM | actives 0.59% (n = 360,000) | AID 588493, 2011;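 active = inhibition at 20 µM, scaled to each plate's controls, above about 33%, limit read from the data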
An asterisk follows results filed as active; i = inactive; · = no result given.

SMILES,NadD block,CendR NRP1 mod,STEP block,LMPTP block,DNMT1 inh,SUMO1-SIM PPI,Rpn11 block,SKN-1 block,Scp-1 inhibitor,MT1-MMP act inh
Cn1c(-c2cccc3ccccc23)n[nH]c1=S,0,-10,-3,-2.9,-1,-6,i,6,-21,-1
O=C(O)c1cc2ccccc2c2cc(Br)ccc12,2,-5,1,-1.0,3,-6,i,3,-14,0
O=C(CCCCCBr)N1CCC(CC2CC(c3ccc(Cl)cc3)=NO2)(C(=O)NCC2CCCCC2)CC1 (stereo not drawn),-5,7,1,-1.4,-3,-3,i,-10,-8,-3
COc1cccc(C2=CC(=O)C[C@H](c3ccc(F)cc3)C2)c1,-6,-1,1,1.4,2,-21,i,23,-11,3
CCCNC(=O)C(Cc1ccccc1F)NC(=O)c1ccccn1 (stereo not drawn),-5,9,1,-0.8,7,0,i,-2,0,5
CCOC(=O)Cc1cc(OC)c(OC)cc1Cc1cc(OC)c(OC)cc1CC(=O)OCC,0,-1,-2,0.3,13,-6,i,2,1,4
CC(C)NC(=S)N1CCn2c(nc3ccccc32)C1,-1,-2,-2,-0.3,2,1,i,5,-2,0
CC(C)(C)N(Cc1ccccc1)C(=O)COC(=O)CCN1C(=O)C2CC=CCC2C1=O (stereo not drawn),-1,6,0,-1.0,0,6,i,16,-1,-3
CCSc1nnc(NC(=O)c2cc(-c3ccc(C)c(C)c3O)n[nH]2)s1,29,9,0,-3.0,24,-3,i,-1,-1,0
Cc1ccc(Cn2c(C)c(C(=O)NCC(C)C)sc2=O)cc1,0,-4,-6,-1.1,-6,1,i,15,·,3
Cc1nnc(SC2CC(=O)N(c3ccccc3)C2=O)s1 (stereo not drawn),1,10,-5,-4.5,0,10,i,5,-7,1
CC(C)C(=O)Nc1ccc(N2CCN(S(C)(=O)=O)CC2)cc1,1,4,0,1.4,3,0,i,-1,-9,-8
O=C(OCCCN=C1NS(=O)(=O)c2ccccc21)c1cccs1,-5,0,-1,-0.7,-1,-4,i,12,-1,-3
Cc1ccc(NC(=O)C(C)N2C(=O)c3ccccc3C2=O)cc1S(=O)(=O)N1CCOCC1 (stereo not drawn),3,-4,-1,-0.4,6,1,i,-10,-1,1
CCC(C)NC(=O)c1ccc(CSc2nc3ccncc3n2Cc2ccc(F)cc2)cc1 (stereo not drawn),4,9,-1,-0.2,-2,2,i,-9,4,-5
Cc1cc(NS(=O)(=O)c2ccc(C(C)C)cc2)no1,-6,14,2,-1.3,1,-5,i,0,-13,-1
Cc1cc(NC(=O)CN2CCN(S(=O)(=O)c3ccc(Cl)cc3)CC2)no1,-3,-3,2,-1.6,-1,2,i,-14,-1,-3
Cc1ccc(NC(=O)CN(C)C(=O)c2ccc(NS(=O)(=O)c3cccc([N+](=O)[O-])c3)cc2)cc1,-6,3,-1,-0.9,2,-33,i,-1,-12,2
CN1C(=O)N(C)C2C1NC(=O)N2C (stereo not drawn),-2,-5,0,-1.2,0,-2,i,-5,-7,-2
C/C(=N\NC(=O)Cc1ccc([N+](=O)[O-])cc1)c1cccnc1,-2,1,3,-0.7,2,-20,i,-1,-7,2

(cont.)
SMILES,NadD block,CendR NRP1 mod,STEP block,LMPTP block,DNMT1 inh,SUMO1-SIM PPI,Rpn11 block,SKN-1 block,Scp-1 inhibitor,MT1-MMP act inh
COc1ccccc1N(CC(=O)N1CCN(c2ccc(F)cc2)CC1)S(=O)(=O)c1ccc(C)cc1,2,9,4,1.6,0,0,i,23,-7,-2
COc1ccc(C(=O)NCC(=O)NCC(=O)OCc2ccc(Cl)cc2)cc1,-4,11,-3,0.5,-2,-2,i,11,2,2
Cc1cc(NC(=O)c2ccco2)ccc1NC(=O)Cc1cccs1,-7,7,-3,-0.5,2,-1,i,6,-3,4
CCOc1ccccc1NC(=O)Nc1ccc(Br)cn1,1,3,-4,-1.4,3,2,i,7,5,-2
Cc1cc(Cn2nnnc2-c2ccncc2)cc(C)c1O,-3,-13,-1,-9.2,-8,-3,i,-7,7,7
Nc1nc2ccccc2n1C(=O)c1ccc(F)cc1,1,12,-2,-1.1,1,1,i,0,-3,9
O=C(CCc1ccccc1)Nc1ccccc1,4,-3,1,-0.6,2,-7,i,-3,-3,5
Cc1cccc(N2N=C(C(=O)N3CC(=O)Nc4ccccc43)CCC2=O)c1,2,-18,-2,0.0,-12,4,i,-3,-3,-1
COCCNC(=O)C(C)Oc1ccc(Cl)cc1Cl (stereo not drawn),-2,-5,-2,-1.8,4,-1,i,15,-2,3
CC1(C(=O)N/N=C/c2ccc([N+](=O)[O-])o2)CC1(Br)Br (stereo not drawn),-5,8,-1,0.8,-2,-19,i,2,3,-11
Cc1ccc2[nH]c3c(=O)n(Cc4ccccn4)cnc3c2c1,2,-7,-3,1.7,0,3,i,25,-6,9
Cc1ccc(NC(=O)COC(=O)CC2CCCC2)cc1F,-7,20,3,0.5,3,-3,i,6,-21,2
O=[N+]([O-])c1cc([N+](=O)[O-])c(Oc2cc(F)cc(F)c2F)cc1NN1CCCCC1,-10,3,2,0.2,11,10,i,16,-6,-4
Cc1cc(NC(=O)CCCN2C(=O)/C(=C/c3ccccc3Cl)SC2=S)no1,-2,-2,1,0.5,4,-4,i,-9,-8,2
CCN(CC)S(=O)(=O)c1ccc(C)c(N=C=S)c1,6,9,1,-0.5,0,-2,i,4,-1,0
CCOC(=O)C1(Cc2ccccc2C)CCCN(C(=O)c2ccc3nccnc3c2)C1 (stereo not drawn),0,-1,0,-1.1,-1,-11,i,-4,-5,0
O=C(Nc1ccc(Oc2cccnc2)cc1)c1ccc([N+](=O)[O-])cc1,5,-6,0,0.2,3,-14,i,-5,24,3
Cc1cc2ccccc2c(=O)n1CC(=O)NCC(=O)N1CCN(c2ccccc2)CC1,3,0,-1,-0.8,-4,-3,i,-7,-2,5
Cc1ccc(C(=O)NCC(=O)OCC(=O)N2CCCc3ccccc32)cc1,2,-11,-3,-0.6,-8,-3,i,10,-4,4
O=C(NC(=S)Nc1cccc2cc(O)ccc12)c1ccco1,-4,-2,-3,0.6,-3,-6,i,-9,-9,-1

Remaining list, next part.
SMILES,NadD block,CendR NRP1 mod,STEP block,LMPTP block,DNMT1 inh,SUMO1-SIM PPI,Rpn11 block,SKN-1 block,Scp-1 inhibitor,MT1-MMP act inh
COc1ccc(-c2csc(NC(=O)CSc3nc(C)cs3)n2)cc1,-4,9,2,-3.2,-5,4,i,-16,-14,1
Clc1ccc(COc2ccccn2)c(Cl)c1,0,2,-2,-1.4,-4,-3,i,6,-1,1
COc1ccc(CNC(C)C2COc3ccccc3O2)c(OC)c1 (stereo not drawn),-8,11,2,-1.7,-1,0,i,37*,-7,-4
CCCCNC(=O)c1[nH]c(C2CCNCC2)nc1-c1cccc(C(F)(F)F)c1,·,3,·,-1.9,·,-4,·,0,·,-1
COc1ccc(CN2C(=O)CSCC2(C)C(=O)Nc2c(C)cccc2C)cc1 (stereo not drawn),·,0,·,-0.3,·,4,·,12,·,0
COc1ccc(N2CC(C(=O)N[C@@H](C)C(=O)NC3CCCCC3)CC2=O)cc1 (stereo partly drawn),5,-9,0,-1.9,-2,-5,i,3,-2,-1
Cc1cc(C)n(CC(=O)N2CCCC(C(=O)c3cccc(OC(C)C)c3)C2)n1 (stereo not drawn),-6,4,-2,0.9,0,0,i,-3,-4,0
CCCc1c(-c2ccc(O)cc2)nn(-c2ccc(O)cc2)c1-c1ccc(O)cc1,6,7,-9,4.1,-33,14,i,1,-3,-12
COc1ccccc1NC(=O)CSc1nc2ccccc2n1C(C)=O,-4,1,5,-1.7,20,3,i,4,2,-3
O=C(COc1ncnc2ccc(Br)cc12)N1CCOCC1,5,2,-6,0.1,1,3,i,-3,-2,6
CN(C)CC1CCCCC1OC(=O)c1ccc(S(=O)(=O)N(C)c2ccccc2)cc1 (stereo not drawn),2,5,2,-1.4,0,-3,i,5,-6,-2
Cc1ccc(-n2c(N)c(C#N)c(-c3ccccc3)c(C#N)c2=O)cc1,-5,-2,0,-1.2,2,-10,i,4,-8,1
CC(C)OCCCNC(=O)C(C)Oc1ccccc1 (stereo not drawn),-2,6,0,-1.8,-2,0,i,2,0,1
O=C(c1ccc2nc(Cc3cccc(Cl)c3)oc2c1)N1CCC(CO)CC1,4,-4,-1,0.0,-16,-1,i,-4,-5,6
CC(=O)Nc1cc(-c2ccccc2F)cn2c(-c3cccc(C(F)(F)F)c3)cnc12,-2,-7,0,3.8,-18,6,i,-15,·,6
CCN(CCCNC(=O)CCCOc1cc(=O)n(C)c2ccccc12)Cc1ccccc1,-4,-7,1,-1.6,0,8,i,2,-5,8
CN1CCN(C(=O)c2ccc(CSc3ccc(Cl)cc3)cc2)CC1,-5,-6,5,-1.6,7,4,i,4,-8,1
CCOc1ccc(N(CC(=O)O)S(=O)(=O)c2ccc(F)cc2)cc1,-3,5,-1,-0.6,4,-3,i,-3,1,-2

Profiles, quoted from the list.
`CC(C)OCCCNC(=O)C(C)Oc1ccccc1` (stereo not drawn) is listed as NadD block = -2; CendR NRP1 mod = 6; STEP block = 0; LMPTP block = -1.8; DNMT1 inh = -2; SUMO1-SIM PPI = 0; Rpn11 block = i; SKN-1 block = 2; Scp-1 inhibitor = 0; MT1-MMP act inh = 1
`CCOC(=O)Cc1cc(OC)c(OC)cc1Cc1cc(OC)c(OC)cc1CC(=O)OCC` is listed as NadD block = 0; CendR NRP1 mod = -1; STEP block = -2; LMPTP block = 0.3; DNMT1 inh = 13; SUMO1-SIM PPI = -6; Rpn11 block = i; SKN-1 block = 2; Scp-1 inhibitor = 1; MT1-MMP act inh = 4
